# High-throughput results (PubChem BioAssay)
# Exocytosis inh = LAMP-1 surface exposure blockers, TALL-104 cells – cell-based, flow cytometry, MLPCN library, primary screen | TALL-104 LAMP-1 surface exposure; cells stimulated with thapsigargin and PMA | inhibition, % at 10 µM | 0.66% of 360,000 active | AID 651702, 2012;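 active means inhibition above about 55%, limit read from the data; inconclusive means no clear call, values can overlap the other calls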
# Vif inh = HIV Vif self-association inhibitors, primary screen, imaging, HEK293T, single point; HEK293T cells, Vif self-association by quenched fluorescence, 24 h; inhibition, % at 7.49 µM; 0.35% of 340,000 active; AID 602346, 2012; in the data active means inhibition above about 50%, passing the limit was not always enough; inconclusive means no clear call, values can overlap the other calls; inactive means below about 31%; further: some results filed as inactive read as strong as hits
# aDG glyco act = activators of alpha-DG glycosylation, primary screen, uHTS, Pro5-aDG cells, AlphaScreen. alpha-DG glycosylation AlphaScreen (IIH6); 0% Pro5, 100% B10-LARGE cell signal. AID 624168, 2012. 0.22% of 360,000 active. activation, % at 10 µM;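 active means activation of at least 8% versus controls, or a plate z-score of at least 8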;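 further: Pro5 are CHO cells carrying HIG-tagged alpha-DG that lacks glycosylation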
# ABHD5 PLIN5 PPI = ABHD5-PLIN5 interaction inhibitors, primary screen, cell lysate, split luciferase complementation, luminescence | Perilipin-5 (Homo sapiens) + 1-acylglycerol-3-phosphate O-acyltransferase ABHD5 (Homo … | Split G. princeps luciferase complementation, 4 h | inhibition, % at 4 µM | AID 602281, 2012 | 0.78% of 360,000 active;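 active means inhibition above the mean inhibition across every tested compound plus 3 SD, cut at about 22% in these data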;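 further: 0% = DMSO only wells and the 100% control is not disclosed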
# ABCB6 inh 2 = ABCB6 transporter inhibitors, primary screen, K562-ABCB6 cells, flow cytometry, MLPCN library. ATP-binding cassette sub-family B member 6 (Homo sapiens), Q9NP58. K562-ABCB6 porphyrin accumulation, 1 h; stronger effect = lower value. fluorescence ratio to DMSO, % at 10 µM. 0.19% of 360,000 active. AID 602162, 2011;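 active means fluorescence ratio to DMSO below 75%, the collection mean minus 3 SD; inconclusive means too few cells collected in the well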;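 further: signal is porphyrin accumulated inside mitochondria; 100% equals median channel fluorescence of DMSO control wells; lower ratio means ABCB6 inhibition with less porphyrin fluorescence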
# NOD2-RIPK2 inh = NOD2-RIPK2 binding disruptors in cells, primary screen, fluorescence, CHO cells, BLA complementation | Receptor-interacting serine/threonine-protein kinase 2 (Homo sapiens), O43353 | CCF4 ratio | inhibition, % at 4.98 µM | 0.38% of 360,000 active; in the data active means inhibition above about 21%;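 further: 0% = vehicle only and 100% = reference blocker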
# Target sequence (O43353 whole entry, looked up): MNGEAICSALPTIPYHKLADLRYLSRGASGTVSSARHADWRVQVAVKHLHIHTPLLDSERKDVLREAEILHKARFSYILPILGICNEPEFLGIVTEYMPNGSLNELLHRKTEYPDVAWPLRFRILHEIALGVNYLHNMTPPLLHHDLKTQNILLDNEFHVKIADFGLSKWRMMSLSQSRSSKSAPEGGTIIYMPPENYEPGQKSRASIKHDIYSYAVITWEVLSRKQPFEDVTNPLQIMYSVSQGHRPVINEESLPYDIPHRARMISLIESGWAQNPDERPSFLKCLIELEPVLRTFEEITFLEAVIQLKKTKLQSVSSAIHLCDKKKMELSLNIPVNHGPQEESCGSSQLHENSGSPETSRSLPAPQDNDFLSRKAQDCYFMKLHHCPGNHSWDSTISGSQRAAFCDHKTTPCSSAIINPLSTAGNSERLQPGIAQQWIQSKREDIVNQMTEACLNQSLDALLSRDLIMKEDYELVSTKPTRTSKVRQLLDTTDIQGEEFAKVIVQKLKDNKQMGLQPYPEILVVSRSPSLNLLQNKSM
# MC4R antag cAMP = MC4R antagonists of cAMP signaling, primary screen, cell-based, TR-FRET, antagonist arm of biased-ligand search. 0.48% of 360,000 active. Melanocortin receptor 4 (Homo sapiens), P32245. MC4R-expressing cells, MTII-stimulated cAMP, LANCE TR-FRET. inhibition, % at 6.5 µM. AID 540295, 2011;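 active means inhibition above its plate's cutoff, the mean of tested wells on that plate plus 3 SD, cut at about 29% in these data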;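 further: 0% = Melanotan II alone and 100% = Melanotan II plus saturating MCL0020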
# Target sequence (P32245 whole entry, looked up): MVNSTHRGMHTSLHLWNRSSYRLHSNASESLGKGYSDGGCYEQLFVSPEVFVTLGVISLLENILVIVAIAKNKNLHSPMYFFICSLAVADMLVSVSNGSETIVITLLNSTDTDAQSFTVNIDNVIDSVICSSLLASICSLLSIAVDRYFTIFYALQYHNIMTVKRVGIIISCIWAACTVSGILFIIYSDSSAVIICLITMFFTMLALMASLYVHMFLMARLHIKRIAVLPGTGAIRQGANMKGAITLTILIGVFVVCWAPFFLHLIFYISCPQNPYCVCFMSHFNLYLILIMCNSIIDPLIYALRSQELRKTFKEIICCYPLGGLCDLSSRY
#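 Assay system: human MC4R-expressing U2OS cells; reagent: Melanotan II stimulation of cells; dosing: 6.5 µM single dose; timing: compound 30 min, challenge 1 h, detection 1 h; signal: TR-FRET cAMP assay; replicates: one well per compound, no replicates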
# TLR9-MyD88 block = inhibitors of TLR9-MyD88 association in cells, primary screen, cell-based, CHO, BLA complementation, fluorescence | CCF4 FRET ratio | Toll-like receptor 9 (Homo sapiens) + Myeloid differentiation primary response protein … | inhibition, % at 4.98 µM | 0.21% of 340,000 active;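 active means inhibition above the mean over all tested compounds plus 3 SD, cut at about 21% in these data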;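 further: 0% = DMSO only wells and 100% = clavulanate BLA inhibitor control wells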
# MC4R barr agon = MC4R agonists recruiting beta-arrestin, primary screen, cell-based, luminescence, agonist arm of biased-ligand search | U2OS MC4R beta-arrestin complementation; percent of melanotan II response, DMSO zero | activation, % at 8.9 µM | Melanocortin receptor 4 (Homo sapiens), P32245 | AID 540308, 2011 | 0.98% of 360,000 active;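 active means activation above a per-plate cutoff, the mean activation of sample wells on that plate plus 3 SD, cut at about 8% in these data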
# N-glyco inh = increase of ERlucT glycosylation luciferase signal, primary screen, N-linked glycosylation inhibitor project, D54 ERlucT cells, luminescence, set 2 | AID 588692, 2011 | D54 ERlucT glycosylation luciferase reporter, 24 h; percent of 100 nM tunicamycin response | reporter increase, % at 12.5 µM | 0.23% of 360,000 active;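 active means mean luciferase reporter signal, scaled so untreated is 0 and the glycosylation-blocking control 100, at or above a set limit in every replicate; inconclusive means mean reaches the limit but not every replicate does; inactive means mean below the limit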;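 further: luciferase carries N-glycosylation sites so blocking glycosylation raises the light; 0% = median of neutral control wells and 100% = median of 100 nM tunicamycin wells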
# * hit, by the source's call; ? = inconclusive; . = not tested or not shown; & = joins results of further samples. A portion of the library. The share of hits here may be higher or lower than overall.
SMILES,Exocytosis inh,Vif inh,aDG glyco act,ABHD5 PLIN5 PPI,ABCB6 inh 2,NOD2-RIPK2 inh,MC4R antag cAMP,TLR9-MyD88 block,MC4R barr agon,N-glyco inh
Cc1cc(=O)[nH]c(Nc2cccc(F)c2)n1,-10.1,6.3,0.0,3.0,94.0,0.6,0.1,-6.3,-0.1,-0.4
COc1ccccc1CNC(=O)CN1C(=O)NC2(CCCCCCC2)C1=O,0.9,-4.0,-0.3,-1.1,102.0,-4.0,-2.6,-2.7,-0.1,-1.0
O=C(NNc1c(F)c(F)cc(F)c1F)c1ccc(Cl)nc1,0.8,18.9,0.0,4.2,93.0,6.4,2.7,-9.7,-1.7,2.9
C=CCc1ccccc1OCC(O)CN1CCN(CCN2C(=O)c3cccc4cccc(c34)C2=O)CC1 (stereo not given),23.5,3.2,1.3,9.1,77.0,3.6,1.6,-1.8,2.6,23.2
CCCNC(=O)C12CCC(C)(C(=O)C1Br)C2(C)C (stereo not given),-0.7,-3.8,-0.2,-1.3,97.0,-6.1,16.7,-2.1,3.6,1.4
O=C(CCC1CCCCC1)Nc1nncs1,-7.2,-11.8,0.0,0.4,98.0,-8.3,0.1,-9.9,-1.5,-7.2
CCNc1nc(NCC)n2c(SCC(=O)Nc3ccccc3C(F)(F)F)nnc2n1,-5.7,.,0.0,-7.4,99.0,-8.5,-3.8,-11.7,-1.5,-0.6
COCCNC(=O)C(OC(=O)C1=Cc2ccccc2OC1)C(C)C (stereo not given),1.5,-6.2,0.1,1.9,99.0,-8.6,14.8,7.8,-1.2,-1.9
Cc1ccc(CCNC(=O)CN2C(=O)COc3ccc(S(=O)(=O)N4CCOCC4)cc32)cc1,3.1,-2.2,0.3,-0.5,96.0,7.4,10.6,-6.3,-3.5,-0.9
CN(Cc1ccccc1)c1nc2c(c(=O)[nH]c(=O)n2C)n1Cc1ccccc1,-0.6,3.7,0.4,-0.4,99.0,-1.6,9.2,-6.5,0.6,1.6
COCc1cc(=O)[nH]c(/N=C(\N)Nc2ccc(C)cc2)n1,-0.4,-1.9,0.1,-3.5,99.0,-1.0,-0.4,-0.1,-0.7,1.9
COc1ccccc1C(=O)N1CCN(S(=O)(=O)c2ccccc2)CC1,-2.6,.,0.0,5.8,103.0,10.7,-3.4,-2.8,0.9,-0.4
C=CCN1C(=O)c2ccc(C(=O)N(C)CC(=O)Nc3cccc(F)c3)cc2C1=O,39.6,-2.7,0.0,0.4,103.0,0.7,-0.2,0.8,-1.9,-0.6
Cc1nn(CC(=O)N2CCN(c3ccccn3)CC2)c(=O)c2cc3sccc3n12,-5.3,4.5,-0.1,4.6,97.0,-15.5,7.8,3.9,-0.8,-2.8
O=C(O)CCC(=O)N1N=C(c2ccccc2)CC1c1ccc2nccnc2c1 (stereo not given),-1.2,7.4,0.1,0.3,98.0,-6.1,-12.4,-3.7,-1.9,1.9
OC(COc1ccc2ccccc2c1)CN1CCOCC1 (stereo not given),-1.4&-2.6,1.3&-9.7,0.0&0.0,4.7&2.7,99.0&104.0,-6.1&-5.5,5.5&2.0,-2.5&-4.4,-2.1&0.1,2.1&-0.6
CCOc1ccc(NC(=O)CSc2nnc(-c3ccncc3)n2CC2CCCO2)cc1 (stereo not given),-1.5,?,-0.3,-3.2,93.0,-1.3,-0.7,-1.1,-1.6,2.6
COc1ccccc1NC(=O)CN(Cc1ccco1)C(=O)c1cc(Cl)c(OC)c(OC)c1,0.4,-2.9,-0.3,3.3,97.0,-6.8,8.9,-0.8,-2.2,0.5
O=C(COc1ccccc1)Nc1cccc(-c2ccc(N3CCOCC3)nn2)c1,1.7,-12.1,-0.1,4.7,88.0,-2.3,-2.4,1.1,-3.4,-8.6
O=C(COc1ccc(NC(=O)c2cccs2)cc1)c1ccc(F)cc1,7.5,9.2,0.0,-0.6,98.0,-0.8,-1.1,7.3,0.3,-0.4
CCCCC(=O)Nc1nc(C)c(-c2csc(Nc3cc(Cl)ccc3OC)n2)s1,-4.2,-2.3,0.1,-8.8,102.0,5.0,12.9,-3.8,3.2,0.8
Cc1nc(N)nc(N)c1Oc1ccc(Cl)cc1,-1.2,-0.8,-0.1,5.9,96.0,1.4,3.0,-8.2,-0.7,-1.6
O=c1cnnc(Nc2cccc(C(F)(F)F)c2)[nH]1,-1.6,3.4,-0.3,-2.7,88.0,-3.8,-4.7,-2.8,-1.9,2.0
COc1cccc(NC(=O)Cn2c(=O)n(CCC(=O)NC3CCN(Cc4ccccc4)CC3)c(=O)c3ccccc32)c1,5.8,-12.4,-0.2,1.8,98.0,0.9,-4.5,-0.7,-0.2,-3.0
Cn1c(SCC(=O)Nc2cc(C(C)(C)C)nn2-c2ccccc2)nc2ccccc21,5.3,-1.0,0.6,-6.3,104.0,-9.6,7.4,-8.2,1.3,-0.1

# Given with the structure last: 2 of the compounds above
Exocytosis inh,Vif inh,aDG glyco act,ABHD5 PLIN5 PPI,ABCB6 inh 2,NOD2-RIPK2 inh,MC4R antag cAMP,TLR9-MyD88 block,MC4R barr agon,N-glyco inh,smiles
-7.2,-11.8,0.0,0.4,98.0,-8.3,0.1,-9.9,-1.5,-7.2,O=C(CCC1CCCCC1)Nc1nncs1
-2.6,.,0.0,5.8,103.0,10.7,-3.4,-2.8,0.9,-0.4,COc1ccccc1C(=O)N1CCN(S(=O)(=O)c2ccccc2)CC1

# The results go on:
SMILES,Exocytosis inh,Vif inh,aDG glyco act,ABHD5 PLIN5 PPI,ABCB6 inh 2,NOD2-RIPK2 inh,MC4R antag cAMP,TLR9-MyD88 block,MC4R barr agon,N-glyco inh
Cc1cc(C)n(CC(=O)NNC(=O)c2ccc(S(C)(=O)=O)cc2)n1,-6.4,7.9,-0.3,2.4,104.0,3.7,11.7,8.2,0.5,3.3
O=C(CNCCc1ccc(Cl)cc1)Nc1ccc(C(=O)N2CCCCC2)cc1,-14.9,-16.5,0.3,14.5,96.0,-6.1,1.3,-7.1,2.9,-0.3
C/C(=N\NC(=O)C(=O)Nc1ccc(C)c(Cl)c1)c1ccncc1,6.5,-3.2,0.8,0.3,103.0,-3.3,3.6,-5.2,-1.1,-1.0
CCN(CCCNC(=O)Cn1ncc2c([nH]c3ccc(C)cc32)c1=O)c1cccc(C)c1,-0.9,2.7,2.2,0.8,99.0,0.8,0.9,4.5,1.9,-2.6
COc1ccc(/C=N/NC(=O)CNC(=O)/C=C/c2ccco2)cc1OC,-3.5,6.9,-0.1,6.0,95.0,2.9,9.1,4.1,-2.9,2.8
O=C(c1cccs1)N1CCN(C23CC4CC(CC(C4)C2)C3)CC1,-3.3,-5.1,-0.2,3.9,97.0,-13.2,8.8,-13.1,-2.1,5.3
COc1ccc2nc(NC(=O)CS(=O)(=O)Cc3ccccc3)sc2c1,2.1,-0.6,0.0,2.6,88.0,7.6,1.0,2.1,-2.6,4.8
Cc1ccc(NC(=O)C(C)N2C(=O)c3ccccc3C2=O)cc1 (stereo not given),-4.1,.,0.0,-4.1,96.0,-0.5,-2.8,6.9,-0.3,1.3
Cc1ccc(Cn2nnc3c(=O)n(CC(=O)N4CCCc5ccccc54)cnc32)cc1,1.7,-1.6,-0.1,1.3,99.0,-2.8,-2.7,-0.1,0.4,-0.9
COc1ccc(C(CNC(=O)c2ccc(NS(=O)(=O)c3ccc(F)c(C)c3)cc2)N2CCCC2)cc1 (stereo not given),-0.2,4.5,0.1,7.3,100.0,3.3,3.2,3.2,-0.6,-3.9
COc1ccc(NC(=O)CN(C)C(=O)C(NC(=O)c2ccco2)C(C)C)cc1 (stereo not given),-3.4,3.5,-0.1,13.5,99.0,-2.3,4.6,6.5,-1.3,1.6
Cc1ccc(N2CCN(S(=O)(=O)N(C)C)CC2)c(C)c1,2.8,-2.2,-0.2,2.4,96.0,3.2,4.7,-0.1,0.7,2.3
O=P(Cc1ccccn1)(c1ccccc1)c1ccccc1,1.0,-2.3,-0.2,6.7,101.0,-0.2,0.5,1.7,-2.0,0.7
CC(C)c1ccc(Nc2nnc(SCC(=O)Nc3ncc(S(=O)(=O)c4ccc([N+](=O)[O-])cc4)s3)s2)cc1,-3.1,0.6,0.0,-1.8,91.0,-9.5,22.0,-5.7,0.9,-6.9
CCCN1CCN(C(=O)c2cc(COc3ccc4ncccc4c3)on2)CC1,2.1,0.1,0.7,16.0,99.0,-2.1,-3.5,-2.7,3.9,-4.1
Cc1c(C(=O)N2CCCCC2)c(S(=O)(=O)N2CCN(c3ccccc3F)CC2)c(C)n1C,-0.2,-2.4,-0.3,-0.7,99.0,3.7,-3.5,4.8,-0.9,0.3
COc1ccc(C(=O)C2CCCN(Cc3cccn3-c3ccccn3)C2)c(C)c1 (stereo not given),2.8,-2.4,3.3,13.2,99.0,-5.9,1.9,4.3,-2.7,6.3
CCC(/C=N/NC(=O)CCCCC(=O)N/N=C/C(CC)CC)CC,1.2,-9.5,0.2,4.7,99.0,5.2,1.2,-9.9,0.1,0.4
CC(Oc1ccc2c(-c3ccccc3)cc(=O)oc2c1)C(=O)N[C@H](Cc1c[nH]c2ccccc12)C(=O)O (stereo not given in full),-4.9,12.6,0.1,-6.1,100.0,1.8,18.4,-12.0,-0.9,1.9
O=C(c1ccc(Cl)cc1)N(Cc1cccs1)C1CCS(=O)(=O)C1 (stereo not given),-1.3,11.4,0.0,0.9,103.0,-4.1,4.0,-2.8,-0.4,2.1
O=C(c1ccccc1)N1CCCc2ccccc21,-2.4,5.4,0.1,9.0,100.0,-2.5,4.4,3.2,2.0,1.1
COc1ccc(CCNC(=O)C2CCCN2C(=O)Nc2ccc(Cl)cc2)cc1OC (stereo not given),-2.2,-3.8,0.2,0.0,99.0,3.5,2.7,2.8,-1.9,0.9
COc1cc(/C=N/NC(=O)c2cccnc2)ccc1OC(=O)c1cc(OC)c(OC)c(OC)c1,2.1,24.9,1.7,3.9,101.0,9.1,17.3,-2.2,0.7,3.0
O=C(NCc1ccc(F)cc1)NC(=O)c1ccc(Cl)cc1,2.5,-4.8,0.0,-0.3,100.0,-7.0,-1.9,15.1,0.1,3.7
C/C(=N\Nc1cccc([N+](=O)[O-])c1)c1ccccc1O,0.0,0.5,1.4,2.3,90.0,3.1,-12.2,-6.1,3.4,2.8
CC(OC(=O)CNC(=O)c1cccc(F)c1)C(=O)NC1CCCCC1C (stereo not given),5.7,.,-0.1,-8.1,96.0,-6.3,8.8,6.8,-4.7,0.2
